GCN5L2 inh: blocks human GCN5L2 histone acetyltransferase; GCN5L2 HAT assay, ThioGlo1 CoA-SH fluorescence; Q92830; Potency, µM (highest dose often 58.9 µM), for the others: at the highest dose activity change, negative = inhibition, most hits filed as inhibitors; AID 504327; 390,000 tested, 0.21% active
Target sequence (Q92830 whole entry, looked up): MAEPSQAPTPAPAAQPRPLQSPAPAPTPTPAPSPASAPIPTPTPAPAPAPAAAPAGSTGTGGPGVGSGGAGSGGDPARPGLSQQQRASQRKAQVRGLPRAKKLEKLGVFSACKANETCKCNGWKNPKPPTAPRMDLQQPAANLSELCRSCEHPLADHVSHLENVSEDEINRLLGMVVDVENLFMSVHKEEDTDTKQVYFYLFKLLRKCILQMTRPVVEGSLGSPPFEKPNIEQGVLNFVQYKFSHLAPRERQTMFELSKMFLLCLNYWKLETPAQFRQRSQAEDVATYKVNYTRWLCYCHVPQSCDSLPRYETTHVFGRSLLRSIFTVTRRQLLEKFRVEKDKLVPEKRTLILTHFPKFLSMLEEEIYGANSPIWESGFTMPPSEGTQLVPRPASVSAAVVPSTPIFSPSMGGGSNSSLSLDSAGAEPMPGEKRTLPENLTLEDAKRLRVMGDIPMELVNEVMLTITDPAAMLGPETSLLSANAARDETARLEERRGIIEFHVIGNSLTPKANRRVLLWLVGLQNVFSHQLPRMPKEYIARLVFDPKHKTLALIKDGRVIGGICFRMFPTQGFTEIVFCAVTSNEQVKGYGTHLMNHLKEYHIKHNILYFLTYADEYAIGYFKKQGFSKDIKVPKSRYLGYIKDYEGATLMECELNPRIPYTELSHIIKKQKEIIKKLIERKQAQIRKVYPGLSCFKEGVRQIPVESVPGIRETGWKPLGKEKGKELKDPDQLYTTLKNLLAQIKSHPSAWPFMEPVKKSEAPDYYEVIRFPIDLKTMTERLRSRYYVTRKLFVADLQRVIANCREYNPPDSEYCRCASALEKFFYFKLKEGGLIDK
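qHTS, 1536-well. 20nM enzyme, pH 7.5 HEPES/EDTA/Tween-20 buffer; 15 min compound preinc., RT. Start: 75uM H3(1-25), 70uM AcCoA, 50uM ThioGlo1. Read Ex340/Em540 at t=0 (autofluorescence flag) and t=20 min.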
DT40 TDP1 CPT: growth inhibition of DT40 Tdp1-/-;hTDP1 cells with camptothecin (screen for TDP1 inhibitors); AID 686979; Potency, µM (titrated, usually from 46.2 µM), for inactives: at the top dose activity change, negative = growth inhibition, hits mostly inhibitors; 420,000 tested, 12% active; chicken DT40 Tdp1-/-;hTDP1 cells + 20 nM CPT, ATP luminescence, 48 h; also: nearly all actives have a fitted effect of over 55% in size
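Chicken DT40 Tdp1-/- cells stably complemented with human TDP1 were seeded at 400 cells/well in medium containing 20 nM camptothecin, exposed to pin-transferred compounds, and grown at 37 °C for at least 48 hr. Viability was read as ATP luminescence.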
TDP1 cell noCPT: qHTS for Inhibitors of human tyrosyl-DNA phosphodiesterase 1 (TDP1): qHTS in cells in absence of CPT | DT40 Tdp1-/- hTDP1 cells, no CPT, ATP luminescence, 48 h | AID 686978, 2013 | Potency, µM (titrated, usually from 46.2 µM), for inactives: at the highest dose activity change, negative = growth inhibition, hits mostly inhibitors | 420,000 tested, 15% active; also: nearly all actives have a fitted effect of over 55% in size
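Growth kinetics read by CellTiter-Glo luminescence after ≥48 hr at 37 °C. Cells: DT40 Tdp1-/- stably carrying human TDP1, 400 per well, compound exposure in the absence of CPT (DMSO vehicle).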
Starred values were filed as active, the others as inactive; ? = inconclusive; / = not tested or not shown; & = joins results of further samples; ! = not confirmed by another sample; [ ] = dose if it differs, or a comment. Calls follow the shape of the dose curve; as a rule, active = well fitted curve in the direction sought with a large enough effect; inconclusive = small, poorly fitted or top-dose-only effect, or another doubt; inactive = no such curve, though single readings can be large; an effect the other way counts as inactive or inconclusive. % is scaled to controls: 0 for no effect and ±100 for the full control effect; potency is read from the fitted curve at half-maximal effect.

SMILES | GCN5L2 inh | DT40 TDP1 CPT | TDP1 cell noCPT
CCOC(=O)CC1=C(C(=O)OCC)C2(C(=O)N1)C(C(=O)OC)=C(N)Oc1ccccc12 (stereo not drawn) | 4% | -3% | 1%
C[C@]12CCC3C(CC[C@@H]4C[C@@H](O)CC[C@]34C)C1CC[C@@H]2O (stereo partly drawn) | / | -13% | ?
CC1=CC(O)C(O)C2(C)C1CC1OC(=O)C(O)C3C(C)C(O)C4(O)OCC13C42 (stereo not drawn) | / | -23% | -20%
COc1ccc(C2CN(C)CC2C(=O)c2ccc(C)cc2)cc1Cl (stereo not drawn) | -5% | -21% | ?
CCOC(=O)c1ccc(COC(=O)c2ccc(-c3nnc(-c4ccccc4)o3)cc2)o1 | / | ? | ?
CN1CCN(c2ccccc2N)CC1 | / | -1% | 10%
CC(C)COP(=O)(c1ccc(N(C)C)cc1)C(O)c1ccc(Br)cc1 (stereo not drawn) | -21% | ? | -26%
Cc1cccc(OCC(=O)N2CCN(Cc3ccc([N+](=O)[O-])cc3)CC2)c1 | -4% | ? | ?
Fc1ccc(C(OCCN2CCN(C/C=C/c3ccccc3)CC2)c2ccc(F)cc2)cc1 | -18% | 5.2µM* | 3.3µM*
O=S(=O)(c1ccccc1)N1CCN2CCCC2C1 (stereo not drawn) | -1% | 8% | 5%
OC[C@@H](O)[C@H]1O[C@@H]2O[C@H](C(Cl)(Cl)Cl)O[C@@H]2[C@H]1O | / | 6% | 0%
CCc1ccc(NC(=O)c2cccn(Cc3cccc([N+](=O)[O-])c3)c2=O)cc1 | -12% | -19% | 21µM*
O=C(NCC(c1ccco1)N1CCCC1)c1cccc(S(=O)(=O)N2CCc3ccccc32)c1 (stereo not drawn) | / | 18µM* | 9.2µM*
COC(=O)CC(=O)c1ccc2c(c1)OCO2 | / | ? | -9%
Cc1ccc(N2C(=O)NC(=O)/C(=C\C=C\c3ccco3)C2=O)cc1C | -14% | 2.6µM* | 5.2µM*
CN(c1ccccc1)S(=O)(=O)c1cccc(C(=O)N2CCN(c3ccccn3)CC2)c1 | -1% | 18µM* | 16µM*
O=P1(NCCCn2cc[n+](Cc3nc4ccccc4[nH]3)c2)C=C(c2ccccc2)OC(c2ccccc2)=C1 | 20% | -13% | -26%
Cc1cc(O)c2c3c(c(=O)oc2c1)CCC(C)C3 (stereo not drawn) | -6% | 15µM* | 12µM*
CN1C(=O)N(C)C(=O)C2(Cc3cc([N+](=O)[O-])ccc3N(C)C2c2ccccc2)C1=O (stereo not drawn) | 16% | ? | ?
CN(C)CCCN=Cc1c(O)n(CCc2ccc(F)cc2)c(=O)[nH]c1=O | -6% | -11% | -6%
O=C(c1ccc(-c2ccccc2)cc1)C1CCCN(Cc2ccn[nH]2)C1 (stereo not drawn) | -3% | ? | ?
Cc1nc2cc(-c3cccc(F)c3)nn2c(C)c1CCC(=O)N1CCC2(CC1)OCCO2 | 1% | 16µM* | ?
C/C1=C\[C@@H](C)C/C=C/[C@H]2[C@@H]3O[C@]3(C)[C@@H](C)[C@H]3[C@H](Cc4c[nH]c5ccccc45)NC(=O)[C@]32C(=O)/C=C/C(=O)[C@@H]1O | -1% | 0.15µM* | 0.15µM*
O=C1c2ccccc2-n2nncc2C2c3cc(Br)ccc3CCN12 (stereo not drawn) | / | ? | -20%
CC(=C1C(=O)c2ccccc2C1=O)N1CCN(CCN=Cc2c(O)n(C)c(=O)n(C)c2=O)CC1 | 8% | -15% | -2%
COc1ccc(C(CC(C)=O)c2c(O)c3ccccc3oc2=O)cc1OC (stereo not drawn) | / | 2% | -2%
Cc1c(C(c2ccc(F)cc2)c2c(O)c3ccccc3oc2=O)c(=O)n(-c2ccccc2)n1C (stereo not drawn) | -5%&-1% | -4%&23% | ?
O=CN1CCCCC1C1CC[C@H]2CCCCN2C1 (stereo partly drawn) | -1% | -1% | -10%
Cc1ccc(S(=O)(=O)N2CCCCC2)cc1NC(=O)Nc1ccc(Cl)cc1Cl | 44%[activator] | 2.6µM* | ?
CC(=O)c1c(O)c(C)c(O)c(Cc2c(O)c3c(c(C(=O)/C=C/c4ccccc4)c2O)OC(C)(C)C=C3)c1O | 11µM*! | 30µM* | 13µM*
COc1ccc2c(c1OC)CN1CCc3cc4c(cc3[C@H]1C2)OCO4 | -1% | 15µM* | 13µM*
O=C1c2cc([N+](=O)[O-])ccc2-c2ncccc21 | 2% | ? | ?
CSCCC(c1nnnn1C1CCCCC1)N1CCC(n2c(=O)[nH]c3ccccc32)CC1 (stereo not drawn) | / | 18µM* | 9.2µM*
O=C(COc1ccc(Cl)cc1)N(c1ccc(Cl)cc1)C1CN2CCC1CC2 (stereo not drawn) | 2% | ? | 16µM*
Cc1cccc(C)c1-n1nnnc1C(C1CC1)N1CCC(n2c(=O)[nH]c3ccccc32)CC1 (stereo not drawn) | / | ? | ?
CC(C)(C)C(=O)c1cn(Cc2ccccc2)c2ccccc12 | 9% | ? | ?
COC(=O)C1=C(c2ccccc2)C[C@@H]2CC[C@H]1N2C | 3% | 6% | 9%
C#C[C@]1(O)CC[C@H]2[C@@H]3CCC4=CC(=O)CCC4=C3C=C[C@@]21CC | -25% | 13µM* | 9.4µM*
C[C@]12CCC3C(CC[C@H]4C[C@H](O)CC[C@]34C)C1C[C@@H](O)[C@H]2O (stereo partly drawn) | / | ? | ?
COCc1cc(OC(=O)N(C)C)nc2c1c(C)nn2C | 1% | -1% | 6%
Cc1nc2ccccc2c(=O)n1-c1nccs1 | / | -1% | -14%
O=C(Cn1cc(C(=O)c2ccccc2)c2ccccc21)NCc1ccco1 | 1% | -14% | -25%
COC(=O)C1(C(=O)OC)C[C@H](c2ccccc2)N(Cc2ccccc2OC)[C@@H]1c1ccccc1 | / | ? | ?
O=C(c1cccs1)N1CCC(C(=O)O)(c2ccccc2)CC1 | / | -17% | -13%
CC(=O)OC1C2CCC1C(N1CCCCC1)CC2 (stereo not drawn) | -5% | -2% | -16%
OC1/C(=C/c2ccc(C(F)(F)F)cc2)N2CCC1CC2 (stereo not drawn) | -9% | -15% | -13%
O=Cc1cn(Cc2c(F)cccc2Cl)nc1-c1ccccc1 | / | ? | ?
CCC(C)NS(=O)(=O)c1ccc(OCC(=O)N2CCN(CC)CC2)cc1 (stereo not drawn) | -1% | 0% | 0%

17 compounds out of the list, sorted by heavy-atom count, falling:
SMILES | GCN5L2 inh | DT40 TDP1 CPT | TDP1 cell noCPT
C/C1=C\[C@@H](C)C/C=C/[C@H]2[C@@H]3O[C@]3(C)[C@@H](C)[C@H]3[C@H](Cc4c[nH]c5ccccc45)NC(=O)[C@]32C(=O)/C=C/C(=O)[C@@H]1O | -1% | 0.15µM* | 0.15µM*
O=P1(NCCCn2cc[n+](Cc3nc4ccccc4[nH]3)c2)C=C(c2ccccc2)OC(c2ccccc2)=C1 | 20% | -13% | -26%
Cc1c(C(c2ccc(F)cc2)c2c(O)c3ccccc3oc2=O)c(=O)n(-c2ccccc2)n1C (stereo not drawn) | -5%&-1% | -4%&23% | ?
O=C(NCC(c1ccco1)N1CCCC1)c1cccc(S(=O)(=O)N2CCc3ccccc32)c1 (stereo not drawn) | / | 18µM* | 9.2µM*
CC1=CC(O)C(O)C2(C)C1CC1OC(=O)C(O)C3C(C)C(O)C4(O)OCC13C42 (stereo not drawn) | / | -23% | -20%
CCC(C)NS(=O)(=O)c1ccc(OCC(=O)N2CCN(CC)CC2)cc1 (stereo not drawn) | -1% | 0% | 0%
CC(C)COP(=O)(c1ccc(N(C)C)cc1)C(O)c1ccc(Br)cc1 (stereo not drawn) | -21% | ? | -26%
O=C1c2ccccc2-n2nncc2C2c3cc(Br)ccc3CCN12 (stereo not drawn) | / | ? | -20%
C#C[C@]1(O)CC[C@H]2[C@@H]3CCC4=CC(=O)CCC4=C3C=C[C@@]21CC | -25% | 13µM* | 9.4µM*
CC(C)(C)C(=O)c1cn(Cc2ccccc2)c2ccccc12 | 9% | ? | ?
C[C@]12CCC3C(CC[C@@H]4C[C@@H](O)CC[C@]34C)C1CC[C@@H]2O (stereo partly drawn) | / | -13% | ?
COCc1cc(OC(=O)N(C)C)nc2c1c(C)nn2C | 1% | -1% | 6%
COC(=O)C1=C(c2ccccc2)C[C@@H]2CC[C@H]1N2C | 3% | 6% | 9%
CC(=O)OC1C2CCC1C(N1CCCCC1)CC2 (stereo not drawn) | -5% | -2% | -16%
OC[C@@H](O)[C@H]1O[C@@H]2O[C@H](C(Cl)(Cl)Cl)O[C@@H]2[C@H]1O | / | 6% | 0%
COC(=O)CC(=O)c1ccc2c(c1)OCO2 | / | ? | -9%
CN1CCN(c2ccccc2N)CC1 | / | -1% | 10%

(next part)
SMILES | GCN5L2 inh | DT40 TDP1 CPT | TDP1 cell noCPT
COc1ccccc1CN1CCN(Cc2ccc(Cl)cc2)CC1 | -6% | -20% | 21µM*
O=C(NCc1c(-n2cccc2)sc2c1CCCC2)Nc1cccc(C(F)(F)F)c1 | -1% | 4.1µM* | 4.1µM*
Cc1c(NC(=O)Nc2cccc(C(F)(F)F)c2)sc2nc3n(c(=O)c12)CCC(C)CC3 (stereo not drawn) | -3% | 13µM* | 18µM*
CCCC1COC(Cn2cncn2)(c2ccc(Cl)cc2Cl)O1 (stereo not drawn) | -6%&-6% | ? | ?
CC1OC(O[C@@H]2C(O)CC(O[C@@H]3C(O)C[C@@H](OC4CC[C@]5(C)[C@H](CC[C@H]6[C@@H]5CC[C@]5(C)C(C7=CC(=O)OC7)C(O)C[C@@]65O)C4)OC3C)OC2C)CC(O)C1O (stereo partly drawn) | 5% | 0% | -14%
CN1C(=O)NC(=O)/C(=C/c2ccc(C(=O)O)cc2)C1=O | -10% | ? | ?
COc1cc(/C=C/c2nc3ccccc3c(=O)n2-c2ccccc2O)ccc1O | -1% | ? | ?
COC(=O)C1=C(c2ccc(C(C)=O)cc2)C[C@@H]2CC[C@H]1N2C(=O)NCc1ccco1 | -30% | -3% | 15%
CCCCC/C=C\C/C=C\C/C=C\C/C=C\CCCCCC(=O)NCCO | -1%&-2% | -5%[4.12 µM] | -3%[4.12 µM]

Screening data from PubChem BioAssay.

Only part of the results is shown. The share of hits here may be higher or lower than overall.
